FXIIa inh 1536 = factor XIIa (human) inhibition | P00748 | purified FXIIa, Boc-QGR-AMC fluorogenic substrate, 2 h | inhibition, % at 5 µM | actives 0.3% (n = 220,000); in the data active means inhibition above about 40%;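 further: 0% = enzyme with no compound and 100% = blank without enzyme; many of its hits are not listed in these tables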
eIF4E-4G inh = inhibitors of eIF4E and eIF4G interaction in translation initiation | P63073+Q04637 | TR-FRET eIF4E-eIF4GI(517-606) binding, 2 h | inhibition, % at 21.7 µM | actives 0.37% (n = 220,000) | AID 782;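 active means inhibition above about 30%, limit read from the data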;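 further: 0% = full FRET control wells and 100% = background wells lacking eIF4GI fragment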
p97 inhibitor = blocks human p97 ATPase activity; P55072; recombinant p97 ATPase, Kinase-Glo ATP luminescence, 3 h; inhibition, % at 8 µM; actives 0.42% (n = 220,000); AID 1481; in the data active means inhibition above about 15%;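 further: 0% = DMSO vehicle and 100% = wells lacking enzyme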
Target sequence (P55072 whole entry, looked up): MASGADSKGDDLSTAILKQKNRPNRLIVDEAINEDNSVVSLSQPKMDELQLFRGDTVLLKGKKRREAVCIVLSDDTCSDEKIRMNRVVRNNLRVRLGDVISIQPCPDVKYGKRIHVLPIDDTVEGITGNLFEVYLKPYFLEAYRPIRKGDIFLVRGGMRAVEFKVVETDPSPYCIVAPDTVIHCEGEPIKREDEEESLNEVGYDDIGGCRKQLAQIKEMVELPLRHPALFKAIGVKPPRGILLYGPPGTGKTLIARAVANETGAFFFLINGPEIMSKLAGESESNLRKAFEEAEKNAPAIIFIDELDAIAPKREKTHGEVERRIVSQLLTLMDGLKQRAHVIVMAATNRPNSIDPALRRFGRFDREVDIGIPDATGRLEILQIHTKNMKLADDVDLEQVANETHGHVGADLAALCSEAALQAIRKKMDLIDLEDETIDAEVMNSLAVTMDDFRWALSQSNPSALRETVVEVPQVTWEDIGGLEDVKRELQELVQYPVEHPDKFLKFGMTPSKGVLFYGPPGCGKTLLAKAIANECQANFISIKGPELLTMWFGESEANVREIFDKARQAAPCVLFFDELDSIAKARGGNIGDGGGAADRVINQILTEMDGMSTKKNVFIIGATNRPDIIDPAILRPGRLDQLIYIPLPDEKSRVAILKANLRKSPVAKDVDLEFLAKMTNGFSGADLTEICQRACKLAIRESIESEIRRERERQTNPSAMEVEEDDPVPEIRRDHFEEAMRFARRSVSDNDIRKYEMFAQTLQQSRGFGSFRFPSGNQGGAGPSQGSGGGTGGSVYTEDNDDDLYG
Mdm2 ligase inh = inhibitors of human Mdm2 E3 ubiquitin ligase. cell-based MDM2 ubiquitination luciferase reporter, 2 h; 0 = plate control, 100 = twice control, blank-subtracted. signal enhancement, % at 5 µM. actives 0.11% (n = 210,000). AID 1230;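 active means signal enhancement of 30% or more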;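 further: luminescence tracks abundance of the self-degrading MDM2-luciferase fusion protein; higher signal means inhibition of MDM2 E3 ligase activity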
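Buffer or medium: Cells held in DMEM | Assay system: Stable mammalian line carrying autodegrading MDM2–luciferase fusion reporter | Quantity: 2000 cells/well | Times: 4 h settle plus 2 h compound, 37 °C | Doses: One concentration, 5 µM, with 0.2% DMSO | Technique: Luminescence with SteadyLite reagent, 15 min at room temperature | Benchmarks: Plate controls and plate blanks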
KLK5 inh = inhibitors of human kallikrein 5. Q9Y337. recombinant hK5, fluorogenic AMC substrate cleavage. inhibition, % at 5 µM. actives 0.59% (n = 210,000). AID 873;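 active means inhibition of 40% or more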;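 further: 0% = enzyme controls without compound and 100% = no-enzyme blanks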
Rad51 HR inh = Rad51 (human) homologous recombination inhibition. hRad51 DNA strand exchange, fluorescence dequenching. inhibition, % at 10 µM. AID 1385. Q06609. actives 0.085% (n = 200,000);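 active means inhibition above 40% at the single screening dose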;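 further: 0% = DMSO control wells and 100% = blanks with heterologous ssDNA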
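Assay system: Human Rad51 nucleoprotein filaments preassembled on unlabelled ssDNA | Reagent: Donor/quencher-labelled 47-bp dsDNA substrate | Doses: One concentration, 10 µM final | Times: 37 °C 15-min filament assembly, 30-min compound preincubation, 15-min exchange | Technique: Fluorescein emission 520 nm, excitation 485 nm | Benchmarks: Plate control and blank wells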
FXIa inh 1536 = factor XIa (human) inhibition; P03951; purified FXIa, Boc-Glu-Ala-Arg-AMC fluorogenic substrate; inhibition, % at 5 µM; actives 0.14% (n = 220,000); AID 798;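 active means inhibition of at least 40%; inactive means inhibition below 40%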;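 further: fluorescence of freed AMC excited at 355 nm; 0% = enzyme without compound and 100% = no enzyme blank; many of its hits are not listed in these tables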
14-3-3 Bad PPI = disrupts binding of bovine 14-3-3 zeta to phospho-Bad peptide. P63103. TR-FRET 14-3-3zeta/Dy647-pBad peptide displacement, 1 h. inhibition, % at 21.7 µM. actives 0.71% (n = 220,000). AID 781;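 active means inhibition above about 70%, limit read from the data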;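 further: 0% = full 14-3-3 plus peptide FRET controls and 100% = background without 14-3-3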
Target sequence (P63103 whole entry, looked up): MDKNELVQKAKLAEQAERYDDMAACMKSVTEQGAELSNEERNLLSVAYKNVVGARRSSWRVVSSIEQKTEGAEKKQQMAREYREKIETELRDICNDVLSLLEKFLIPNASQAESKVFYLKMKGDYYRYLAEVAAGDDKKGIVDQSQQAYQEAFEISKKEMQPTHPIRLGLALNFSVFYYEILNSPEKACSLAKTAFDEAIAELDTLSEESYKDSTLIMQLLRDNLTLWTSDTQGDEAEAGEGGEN
Wee1 degr inh = human Wee1 degradation inhibition, primary screen. P30291. HeLa Luc-Wee1K328M stability, luciferase luminescence; 100% = proteasome inhibitor MG132 effect. reporter increase, % at 5 µM. actives 1.2% (n = 220,000). AID 1321;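 active means activation above the mean of all tested compounds plus 3 SD, set per screening run, cut at about 8.8% in these data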;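 further: cells exposed to compound for 20 h before luminescence read; 0% = DMSO alone and 100% = MG132 at 30 µM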
An asterisk follows results filed as active; nt = not tested or not shown; [ ] = remark or other dose.

item | p97 inhibitor | Mdm2 ligase inh | Rad51 HR inh | FXIIa inh 1536 | Wee1 degr inh | eIF4E-4G inh | 14-3-3 Bad PPI | FXIa inh 1536 | KLK5 inh | canonical_smiles
1 | 4 | -4 | 3 | 12 | -1 | -5 | 2 | 3 | -8 | Cc1cc(Br)c2nc3c(c(C(=O)O)c2c1)CCCCC3
2 | 1 | -11 | -39 | -3 | -2 | -3 | -5 | -4 | -6 | Cc1c(N=N/C(C(=O)Nc2ccccc2)=C(/O)c2ccccc2)c(=O)n(-c2ccccc2)n1C
3 | 8 | -1 | -43 | 7 | 1 | 22 | 2 | 2 | -5 | N#C/C(=C\c1ccc([N+](=O)[O-])o1)C(=O)Nc1ccc(F)cc1
4 | -2 | -5 | 2 | 9 | -1 | 2 | 9 | -2 | -3 | CCCCOCCCNC(=O)c1ccc(OC)cc1
5 | 3 | 2 | 10 | 6 | 4 | 1[fluorescence artefact?] | -2 | 0 | -3 | CC1=CC(C)(C)N(C(=O)CSc2nncn2C)c2ccccc21
6 | -1 | -10 | 4 | 16 | 3 | -4 | 14 | 4 | 1 | Cn1c(=O)oc2cc(S(=O)(=O)N3CCCc4ccccc43)ccc21
7 | 5 | 2 | -7 | -17 | 3 | -4 | 11 | -13 | -1 | C=CCn1c(=O)n(CCC#N)c(=O)n(CCC#N)c1=O
8 | -1 | -6 | 2 | 2 | -1 | 3 | 24[fluorescence artefact?] | -6 | -23 | O=C(NCC1CCNCC1)c1ccncc1
9 | 3 | 7 | 10 | 1 | 2 | 8 | -3 | 4 | -11 | COc1ccc2cnnc(SCC(=O)Nc3ccccc3)c2c1OC
10 | -5 | -15 | 2 | 19 | 0 | 0 | 19 | 2 | -19 | CN(Cc1ccccc1)S(=O)(=O)c1ccc2c(c1)OCCO2
11 | 7 | 8 | -1 | 24 | 0 | -8 | 3 | 5 | -13 | COC(=O)[C@H](CCSC)NC(=O)NC1CCN(Cc2ccccc2)CC1
12 | 2 | -12 | -3 | 13 | 4 | -2 | 0[fluorescence artefact?] | 0 | -7 | COc1ccc(OC)c(/C=C/C(=O)Nc2ccc3c(c2)CCC3)c1
13 | -3 | -9 | 2 | -3 | -2 | -11 | -44[fluorescence artefact?] | -8 | -5 | O=C(CSc1nc2ccccc2o1)Nc1nc(-c2ccccc2)c(-c2ccccc2)s1
14 | 2 | -7 | 18 | 8 | -2 | 4 | 0 | 17 | 0 | CC(N=Cc1cc([N+](=O)[O-])ccc1O)c1ccccc1 (configuration not stated)
15 | 3 | -1 | 9 | 8 | 0 | -1 | 1 | 5 | -5 | Cc1ccc(C2C(C(N)=S)=C(N)OC3=C2C(=O)CC(C)(C)C3)cc1 (configuration not stated)
16 | 1 | -7 | 8 | 11 | 0 | -6 | -5 | 5 | -17 | C=C(C)Cn1c(CCCNC(=O)CCC)nc2ccccc21
17 | 2 | -4 | -10 | 9 | -2 | -34[fluorescence artefact?] | -17[fluorescence artefact?] | 3 | 4 | Cc1[nH]nc2c1C1(CCOCC1)C(C#N)=C(N)O2
18 | 3 | 1 | 0 | 4 | 3 | -2 | -6 | -2 | -5 | O=C(CCc1c[nH]c2ccccc12)NCC(=O)Nc1ccc(F)c(F)c1F
19 | 5 | -7 | 4 | -1 | -1 | 0 | -39 | 0 | -4 | Cc1sc2ncnc(SCC(=O)c3ccc4c(c3)OCCO4)c2c1-c1ccccc1
20 | -1 | -10 | -63 | 5 | -2 | 1 | -9 | -4 | 3 | Nc1ccc(S(=O)(=O)Nc2nccc(/C=C/c3ccc(Br)s3)n2)cc1
21 | 7 | -9 | -1 | 5 | 0 | -5 | -9 | 1 | -2 | CCCCNC(=S)Nc1ccc(OC)nc1
22 | -4 | -5 | -9 | 14 | 0 | -1 | 0 | 7 | 2 | O=C(Cn1nc(-c2ccccc2)ccc1=O)NCc1ccc(F)cc1
23 | -2 | -5 | nt | 9 | -3 | -1 | 27 | -2 | 0 | CCOc1ccc(OCCCCNC(C)(C)C)cc1
24 | 0 | -29 | -2 | -1 | -2 | 1 | -2 | -5 | -20 | CSc1ccccc1C(=O)Nc1ccccc1C(=O)NC(C)C
25 | 2 | -8 | nt | 6 | 3 | 5 | -6 | -1 | nt | CC(NC(=O)CNC(=O)C1O[C@@H]2OC(C)(C)O[C@@H]2[C@H]2OC(C)(C)O[C@@H]12)C(=O)O (some centres not stated)
26 | -1 | 3 | -3 | 6 | -2 | -9 | 6 | 2 | -64 | O=C(Nc1ccc(S(=O)(=O)Nc2nccs2)cc1)/C(=C/c1ccccc1Cl)NC(=O)c1ccccc1
27 | -8 | -4 | 19 | 8 | -3 | 22 | 2 | 4 | -1 | Cc1onc(-c2ccccc2)c1CNS(=O)(=O)c1cccc(Cl)c1
28 | 5 | -14 | 10 | 4 | 4 | -1 | -2 | -4 | -1 | N#CCN1CCC2(O)CCCCC2C1c1ccc2c(c1)OCO2 (configuration not stated)
29 | 3 | -4 | -8 | 21 | 0 | 10 | -10 | 12 | -16 | Cn1c(=O)[nH]c(=O)c2c1nc(NCCCn1ccnc1)n2Cc1ccc(F)cc1
30 | 3 | -3 | 0 | 13 | -3 | 20[fluorescence artefact?] | 17[fluorescence artefact?] | -4 | 7 | C=CCc1cccc2cc(C(=O)Nc3ccc(S(=O)(=O)Nc4nnc(CC)s4)cc3)c(=O)oc12
31 | 3 | 6 | 3 | 11 | -2 | 6[fluorescence artefact?] | -15 | 2 | -12 | Cc1cc(SCc2cc(=O)n3ccsc3n2)nc2ccccc12
32 | -1 | -4 | -8 | 6 | -2 | 6 | -3 | -7 | -5 | Cc1ncsc1CCC(=O)N1CCCC(C(=O)c2ccc3c(c2)OCO3)C1 (configuration not stated)
33 | -4 | -16 | -2 | 13 | -1 | 4 | 30 | -4 | -5 | CNC(=O)NC1CCCc2ccccc21 (configuration not stated)
34 | 8 | -3 | -4 | 21 | 3 | 5 | -2 | 4 | -6 | Cc1nn(C)c(C(=O)N/N=C/c2ccccc2)c1[N+](=O)[O-]
35 | -2 | -17 | 4 | 15 | 0 | 5 | -8 | 0 | -10 | COC(=O)c1ccc2c(c1)S(=O)(=O)NC(=NCc1ccco1)S2
36 | -1 | -1 | 1 | 8 | 0 | 12 | -9 | -1 | 8 | CCC(C(=O)NCc1ccco1)N(C(=O)CNS(=O)(=O)c1ccccc1)c1ccccc1C (configuration not stated)
37 | 2 | -5 | 1 | nt | 0 | -5 | -12 | 1 | 2 | N/C(Cn1cncn1)=N\NC(=O)c1ccc(Cl)cc1Cl
38 | 0 | -3 | 6 | 3 | 0 | -3 | -8 | -3 | -6 | NNC(=O)c1cnn(-c2ccccc2)c1C(F)(F)F
39 | -1 | -3 | 0 | 14 | 1 | 9 | -7 | 4 | -7 | CC(=O)Nc1cccc2c1C(=O)N(c1cccc(C)c1)C2=O
40 | -3 | 3 | -2 | 5 | -5 | 4 | -4 | -5 | -4 | CC(=O)c1cccc(CN2CCCC(CCC(=O)NCc3ccc(C)o3)C2)c1 (configuration not stated)
41 | 6 | 5 | 6 | 3 | -1 | 1 | -11 | -2 | -2 | COc1cnc(-c2ccccn2)nc1Sc1ccccc1
42 | 1 | -23 | 1 | 11 | -1 | 2[fluorescence artefact?] | -6 | -1 | -13 | CC(C)CN1C(=O)NC(NC(=O)c2ccco2)(C(F)(F)F)C1=O (configuration not stated)
43 | -6 | 0 | 5 | 3 | -1 | -8 | 0[fluorescence artefact?] | 0 | -13 | C=CCN1C(=O)C(O)(CC(=O)c2c(C)n[nH]c2C)c2cc(Br)ccc21 (configuration not stated)
44 | 0 | -5 | 38 | 10 | 0 | 2 | -11 | -1 | -7 | FC(F)(Cl)c1nnc2ccc(Cl)nn12
45 | -4 | -3 | 6 | 2 | -2 | 0 | 2 | -6 | -10 | O=c1[nH]c(=O)c2nnc(N/N=C\c3ccc(O)cc3)nc2[nH]1
46 | nt | 6 | -5 | 9 | nt | -1 | -4 | 0 | 1 | COc1ccc(C2/C=C\CN(Cc3ccco3)CC(=O)N2Cc2ccc(F)cc2)cc1 (configuration not stated)
47 | -2 | -4 | 8 | 5 | -3 | -2 | -5 | -5 | -3 | CN(C)S(=O)(=O)c1ccc(=S)[nH]c1
48 | 0 | -9 | nt | 7 | 4 | 2 | 1[fluorescence artefact?] | -5 | 4 | Cc1cc(C(=O)NCc2cccs2)no1
49 | 4 | -19 | 3 | 13 | 0 | 1 | 4 | 5 | -4 | CC(C)CC(NC(=O)C1CCC(C)CC1)C(=O)N1CCN(c2ccccn2)CC1 (configuration not stated)
50 | -6 | -15 | nt | 20 | 0 | 2 | -10 | -5 | -1 | CCC(=O)N1CCCc2cc(S(=O)(=O)N3CCN(c4ccccc4F)CC3)ccc21
51 | 1 | nt | nt | 6 | 3 | -2[fluorescence artefact?] | 2 | 3 | -21 | Cc1ccc(S(=O)(=O)N(C)CC(=O)OCC(=O)NC(=O)Nc2ccc3c(c2)OCCO3)cc1

Of the compounds above, these contain fluorine.
item | p97 inhibitor | Mdm2 ligase inh | Rad51 HR inh | FXIIa inh 1536 | Wee1 degr inh | eIF4E-4G inh | 14-3-3 Bad PPI | FXIa inh 1536 | KLK5 inh | canonical_smiles
3 | 8 | -1 | -43 | 7 | 1 | 22 | 2 | 2 | -5 | N#C/C(=C\c1ccc([N+](=O)[O-])o1)C(=O)Nc1ccc(F)cc1
18 | 3 | 1 | 0 | 4 | 3 | -2 | -6 | -2 | -5 | O=C(CCc1c[nH]c2ccccc12)NCC(=O)Nc1ccc(F)c(F)c1F
22 | -4 | -5 | -9 | 14 | 0 | -1 | 0 | 7 | 2 | O=C(Cn1nc(-c2ccccc2)ccc1=O)NCc1ccc(F)cc1
29 | 3 | -4 | -8 | 21 | 0 | 10 | -10 | 12 | -16 | Cn1c(=O)[nH]c(=O)c2c1nc(NCCCn1ccnc1)n2Cc1ccc(F)cc1
38 | 0 | -3 | 6 | 3 | 0 | -3 | -8 | -3 | -6 | NNC(=O)c1cnn(-c2ccccc2)c1C(F)(F)F
42 | 1 | -23 | 1 | 11 | -1 | 2[fluorescence artefact?] | -6 | -1 | -13 | CC(C)CN1C(=O)NC(NC(=O)c2ccco2)(C(F)(F)F)C1=O (configuration not stated)
44 | 0 | -5 | 38 | 10 | 0 | 2 | -11 | -1 | -7 | FC(F)(Cl)c1nnc2ccc(Cl)nn12
46 | nt | 6 | -5 | 9 | nt | -1 | -4 | 0 | 1 | COc1ccc(C2/C=C\CN(Cc3ccco3)CC(=O)N2Cc2ccc(F)cc2)cc1 (configuration not stated)
50 | -6 | -15 | nt | 20 | 0 | 2 | -10 | -5 | -1 | CCC(=O)N1CCCc2cc(S(=O)(=O)N3CCN(c4ccccc4F)CC3)ccc21

Source: PubChem BioAssay
